Screens as filed in PubChem.
HIF-2a block: HIF-2a reporter inhibitors, primary screen, luminescence, 786-0 RCC cells; 786-0 RCC cells HIF-2a reporter, luciferase luminescence, overnight; inhibition, % at 18.8 µM; hit rate 0.72% among 360,000; AID 624352, 2012;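 active = inhibition of the luminescence signal of 40% or more relative to plate controls, in a single-dose primary screen at 18.75 µM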
PDI inh: inhibitors of human PDI, primary screen, biochemical, turbidity, single point, plate reader. Protein disulfide-isomerase (Homo sapiens), P07237. inhibition, % at 10 µM. hit rate 0.052% among 350,000. PDI insulin aggregation turbidity, A650, 90 min;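 active = mean inhibition across replicates of 30% or more, whatever share of single replicates reach that level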;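 note: absorbance from insulin aggregation driven by PDI reduction with DTT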
Target sequence (P07237 whole entry, looked up): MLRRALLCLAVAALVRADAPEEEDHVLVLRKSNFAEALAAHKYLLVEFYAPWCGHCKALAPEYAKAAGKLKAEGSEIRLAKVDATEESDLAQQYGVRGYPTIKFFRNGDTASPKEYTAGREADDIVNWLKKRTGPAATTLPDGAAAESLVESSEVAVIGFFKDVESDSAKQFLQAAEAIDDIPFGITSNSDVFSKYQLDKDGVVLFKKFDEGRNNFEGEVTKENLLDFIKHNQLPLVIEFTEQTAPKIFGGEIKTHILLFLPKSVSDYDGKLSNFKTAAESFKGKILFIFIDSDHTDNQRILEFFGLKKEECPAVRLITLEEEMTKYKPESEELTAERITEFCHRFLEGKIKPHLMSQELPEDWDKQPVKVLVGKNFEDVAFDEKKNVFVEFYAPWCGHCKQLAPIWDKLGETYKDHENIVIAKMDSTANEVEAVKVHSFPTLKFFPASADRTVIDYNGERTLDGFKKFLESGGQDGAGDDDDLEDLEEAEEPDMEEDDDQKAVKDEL
CaV13 ICDI inh: Primary screen for inhibitors of IQ motif and Ca2+-dependent inactivation inhibitor domain binding in CACNA1D, Förster resonance energy transfer in living cells, … | HEK cells, CFP/YFP FRET ICDI-IQ, plate reader, 10 min; percent FRET-ratio fall versus neutral wells | inhibition, % at 12.3 µM | hit rate 0.098% among 340,000;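 active = mean replicate inhibition of at least 30% and at least 1% of replicates passing that level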;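 note: 0% = median of the neutral control wells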
NR2E3 ag-1: NR2E3 agonists in two-hybrid cells, primary screen, cell-based, luminescence, CHO-S, Gal4-NCOR/VP16-NR2E3; AID 602229, 2012; hit rate 0.35% among 360,000; luciferase; inhibition of corepressor binding, % at 3.98 µM;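 active = inhibition above the mean of all tested compounds plus 3 SD, cut at about 70% in these data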;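 note: 0% = DMSO with NR2E3 transfected cells and 100% = cells lacking NR2E3 construct; higher means lower luciferase signal from less NR2E3 corepressor binding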
Target sequence (Q9Y5X4 whole entry, looked up, the tested form may be a part): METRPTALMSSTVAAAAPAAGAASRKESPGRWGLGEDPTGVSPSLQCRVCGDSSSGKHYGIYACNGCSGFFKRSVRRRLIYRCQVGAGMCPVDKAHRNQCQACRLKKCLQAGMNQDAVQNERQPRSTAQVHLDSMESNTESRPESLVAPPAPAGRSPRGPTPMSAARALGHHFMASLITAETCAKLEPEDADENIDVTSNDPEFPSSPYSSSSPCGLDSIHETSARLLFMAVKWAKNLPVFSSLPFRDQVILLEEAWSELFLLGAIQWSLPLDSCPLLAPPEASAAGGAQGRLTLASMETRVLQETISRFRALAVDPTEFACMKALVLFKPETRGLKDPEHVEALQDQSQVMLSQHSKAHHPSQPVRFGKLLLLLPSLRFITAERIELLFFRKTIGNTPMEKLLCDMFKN
TRPM1 prom inh: inhibitors of MITF-dependent TRPM1 promoter reporter, primary screen, cell-based, SK-MEL-5, single point, luciferase; SK-MEL-5 TRPM1 promoter luciferase, 24 h; hit rate 0.83% among 330,000; inhibition, % at 12.5 µM;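 active = mean inhibition across replicates of 60% or more, whatever share of single replicates reaches that level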; note: values of inactives mirror those of a sister screen read the other way
NR2E3 ag-2: inhibitors of NR2E3-RetCOR corepressor binding, primary screen, NR2E3 agonist project, biochemical, TR-FRET, GST-NR2E3, biotin-RetCOR; 1536-well; hit rate 0.12% among 320,000; inhibition of corepressor binding, % at 4.78 µM; Photoreceptor-specific nuclear receptor (Homo sapiens), Q9Y5X4; AID 2300, 2010;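 active = percent inhibition above the cutoff of mean plus 3 SD of all tested compounds, set per screening campaign, cut at about 20% in these data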;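 note: 0% = DMSO wells and 100% = biotin wells as full block of FRET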
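Material: NR2E3–RetCOR corepressor complex | Quantity: 1.35 nM GST-tagged NR2E3 final | Schedule: 5 h at 4 °C | Replication: Singlicate compound wells | Reagent: RetCOR corepressor, biotinylated, 7 nM | Controls: Biotin wells as high control, 0.6% DMSO wells as low control | Signal: TR-FRET, Eu(K)-anti-GST donor, streptavidin-D2 acceptor, ex 340, em 617/671 nm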
KKLEB cytotox: cytotoxicity in KKLEB CF airway cells, primary screen, cytotoxicity control for CF NF-kB inhibitor project, cell-based, uHTS, fluorescence assay plates; KKLEB CF airway cells viability, ATPlite luminescence, overnight; stronger effect = lower value; cells stimulated with P. aeruginosa culture filtrate; activity change (cytotoxicity), % at 5 µM; hit rate 0.36% among 360,000;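 active = corrected activity change at or below -50% at 5 µM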
CF NFkB block: inhibitors of PAF-induced NF-kB signaling, primary screen, cell-based, GFP fluorescence, uHTS | inhibition, % at 5 µM | KKLEB NF-kB-GFP reporter, GFP fluorescence overnight | AID 588850, 2011 | hit rate 0.86% among 360,000;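 active = at least 50% inhibition at 5 µM, scaled per plate between neutral and stimulator controls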;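 note: PAF is a Pseudomonas aeruginosa culture filtrate used as stimulus; plate controls were PAF-stimulated DMSO wells for no effect and unstimulated DMSO wells for full effect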
Vif imaging: HIV Vif self-association inhibitors, primary screen, imaging, HEK293T, single point; HEK293T cells, Vif self-association by quenched fluorescence, 24 h; inhibition, % at 7.49 µM; hit rate 0.35% among 340,000; AID 602346, 2012; in the data active = inhibition above about 50%, passing the limit was not always enough; note: some results filed as inactive read as strong as hits
Peg3 promoter: Peg3 promoter-driven luciferase inhibitors, primary screen, cell-based, HeLa, luciferase luminescence; HeLa PEG-Prom luciferase reporter, overnight; inhibition, % at 20 µM; hit rate 1.7% among 360,000; AID 588405, 2011;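 active = inhibition of at least 50% at 20 µM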
Shn3 3UTR inh: reduction of Shn3 3'UTR firefly luciferase signal, primary screen, Schnurri-3 inhibitor project, cell-based, Clone20 osteoblasts, set 2 | inhibition, % at 12.5 µM | Clone20 osteoblast Shn3 3'UTR firefly luciferase, 24 h | hit rate 0.52% among 360,000;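 active = mean inhibition of at least 75% with every replicate also reaching 75%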;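 note: 0% = median of neutral control wells and 100% = pilot-screen positive control compound; some compounds past the cut are filed as inactive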
Numbers without * were called inactive; x = not tested or not shown; & = joins results of further samples.

SMILES | HIF-2a block | PDI inh | CaV13 ICDI inh | NR2E3 ag-1 | TRPM1 prom inh | NR2E3 ag-2 | KKLEB cytotox | CF NFkB block | Vif imaging | Peg3 promoter | Shn3 3UTR inh
Cc1ccc([C@H]2C[C@H](n3cc(C4CC4)nn3)[C@@H](O)CN2C(=O)c2cccs2)cc1 | 9 | 7 | -5 | -6 | x | x | -10 | -5 | 8 | 4 | -25
Cc1ccc(-n2c3nc(=O)[nH]c(=O)c-3cc3cc([N+](=O)[O-])ccc32)cc1C | 29 | -1 | -5 | 4 | 43 | 4 | -15 | -3 | 3 | 74* | -11
O=C1c2ccccc2C(=O)c2c1ccc1c(=O)n(C3CCCCC3)[nH]c21 | -31 | -3 | -3 | -18 | 40 | -5 | 12 | -39 | 19 | -17 | 23
O=C(Cn1cc2c(n1)CCCCC2)N1CCc2ccccc21 | -63 | x | -2 | -16 | x | 6 | -2 | 18 | 4 | -37 | -16
Cc1nnc(N2CCC(C(=O)N3CCCCCC3)CC2)c2nn(-c3ccc(Cl)cc3)c(C)c12 | 19 | -10 | -14 | 39 | 14 | 0 | -27 | 5 | 2 | 35 | 7
CCC(=O)Nc1c2c(nn1-c1ccc(F)cc1)CS(=O)(=O)C2 | 14 | 17 | -4 | -6 | -14 | 4 | 11 | 2 | -4 | 3 | -1
O=S1(=O)CC(O)C(NCCO)C1 (configuration not stated) | 15 | 4 | -3 | -9 | -6 | 4 | 3 | -5 | 19 | 4 | 14
COc1ccc(C(=O)COC(=O)Cn2c(C)csc2=O)c(OC)c1 | -81 | 12 | -6 | 9 | -35 | 1 | 28 | -7 | 1 | -52 | -32
COC(=O)C1=C(C)N=C2SC(C)C(=O)N2C1/C=C/c1ccccc1OC (configuration not stated) | 15 | -6 | x | -1 | 4 | -3 | -2 | -14 | -12 | -2 | 10
COC(=O)c1ccc(NC(=O)Nc2ccccc2C)cc1 | -249 | -2 | 10 | -16 | -60 | 1 | -4 | -2 | -4 | -286 | 9
COc1ccc(CN2C(=O)c3cccnc3C2=O)cc1S(=O)(=O)N1CC(C)CC(C)C1 (configuration not stated) | -1 | 0 | -3 | 0 | 13 | 1 | -6 | 14 | -5 | -9 | -8
CSc1cccc(NC(=O)CN(Cc2ccc(Cl)cc2)S(C)(=O)=O)c1 | 10 | -1 | -3 | -2 | 11 | 2 | 9 | 6 | -4 | 28 | 7
CC(=O)COc1ccc2cc(-c3ccccc3)c(=O)oc2c1 | -239 | 0 | -1 | -235 | -67 | 1 | 4 | -5 | 3 | -185 | -55
CCN(Cc1ccccc1)C(=S)NC(=O)c1ccccc1Br | 13 | 20 | -4 | 18 | 10 | -2 | 5 | -8 | 19 | 12 | 3
Clc1cccc(/C(Cc2nc3ccccc3[nH]2)=N\Nc2ccccc2)c1 | -244 | 0 | -3 | -32 | -62 | 0 | -15 | -4 | -5 | -127 | -32
COc1ccccc1OCCn1c(C)c(C=O)c2ccccc21 | 6 | 0 | -5 | 21 | -19 | 1 | -2 | -6 | -12 | 21 | 30
Cc1ccc(/C=C(\NC(=O)c2ccccc2)C(=O)N2CCCCC2)cc1 | 20 | 4 | -2 | 2 | 7 | 0 | 1 | 3 | 7 | 14 | -4
COc1ccc2[nH]c3c(c2c1)CC(C)NC3=O (configuration not stated) | 13 | 0 | -2 | -63 | 13 | x | -6 | 61* | -2 | 2 | 13
CCC(c1nnnn1C(C)(C)C)N1CCN(C(=O)c2ccco2)CC1 (configuration not stated) | -4 | -1 | -7 | -26 | 6 | 2 | -3 | 1 | 2 | -6 | -6
COc1ccccc1CNC(=O)c1ccccc1OCc1ccc(F)cc1 | 23 | -1 | -3 | 15 | 12 | -3 | -4 | 22 | -18 | 7 | 18
COc1ccc(S(=O)(=O)c2c(O)c3ccc(C(=O)Nc4ccc(F)cc4)cc3[nH]c2=O)cc1 | -4 | 2 | -7 | -24 | 7 | 0 | -16 | 19 | -2 | 3 | -11
NS(=O)(=O)c1ccc(CNC(=O)C(Cc2ccccc2)NS(=O)(=O)c2ccccc2F)cc1 (configuration not stated) | 1 | 13 | -20 | -14 | -2 | 0 | 3 | 0 | 1 | 17 | -10
O=[N+]([O-])c1cc(/C=N/n2cnnc2)ccc1N1CCCC1 | 21 | -5 | -3 | -20 | 15 | -7 | 8 | -10 | -13 | 20 | -3
O=C(NC(=S)NCCc1ccccc1)c1cccc(Cl)c1 | -100 | -2 | -11 | -53 | -5 | 1 | -8 | -18 | -8 | -54 | -22
Cc1cc(-c2cc(C(=O)NCc3ccccc3)on2)nc(NCC2CC2)n1 | 37 | -2 | -10 | 17 | 3 | 1 | -8 | -23 | 0 | 23 | 12
CCOC(=O)N1CCN(C(=O)C2CCC(=O)N(CCc3ccccc3)C2)CC1 (configuration not stated) | -10 | 4 | -3 | -17 | -4 | -9 | 14 | -9 | 7 | 9 | 4
O=C(NCc1ccccc1)c1ccccc1NC(=O)C1CCCCC1 | 10 | -8 | -6 | -9 | -9 | 1 | -5 | 1 | 0 | 9 | 6
Cn1c(=O)c2sccc2n(Cc2ccccc2)c1=O | 14 | -3 | -22 | -10 | 9 | 3 | 1 | -6 | -6 | -3 | 1
CCN(CC)CCOC(=O)c1ccc(NC(=O)c2ccc(Cl)c(S(=O)(=O)N3CCCCCC3)c2)cc1 | 17 | 1 | -3 | 5 | 9 | 1 | -14 | 26 | -3 | -9 | -2
CC(=O)c1cccc(NC(=S)NC(=O)c2cncc(Br)c2)c1 | -157 | 6 | -4 | -29 | -18 | 2 | 5 | -1 | -3 | -123 | -17

An excerpt from above in order of the TRPM1 prom inh value, descending:
SMILES | HIF-2a block | PDI inh | CaV13 ICDI inh | NR2E3 ag-1 | TRPM1 prom inh | NR2E3 ag-2 | CF NFkB block | Vif imaging | Peg3 promoter | Shn3 3UTR inh
O=[N+]([O-])c1cc(/C=N/n2cnnc2)ccc1N1CCCC1 | 21 | -5 | -3 | -20 | 15 | -7 | -10 | -13 | 20 | -3
Cc1ccc(/C=C(\NC(=O)c2ccccc2)C(=O)N2CCCCC2)cc1 | 20 | 4 | -2 | 2 | 7 | 0 | 3 | 7 | 14 | -4
Clc1cccc(/C(Cc2nc3ccccc3[nH]2)=N\Nc2ccccc2)c1 | -244 | 0 | -3 | -32 | -62 | 0 | -4 | -5 | -127 | -32

(next part)
SMILES | HIF-2a block | PDI inh | CaV13 ICDI inh | NR2E3 ag-1 | TRPM1 prom inh | NR2E3 ag-2 | KKLEB cytotox | CF NFkB block | Vif imaging | Peg3 promoter | Shn3 3UTR inh
COCCN(C(=O)COC(=O)c1ccc2c(c1)OCO2)c1c(N)n(Cc2ccccc2)c(=O)[nH]c1=O | 10 | -6 | -11 | 0 | x | x | 7 | -23 | x | 12 | 2
CCn1c(SCc2nc(-c3ccccc3)no2)nc2ccccc21 | -23 | -11 | -5 | -3 | x | 4 | 14 | 21 | x | -13 | 5
Cc1cccc(N2CCN(S(=O)(=O)c3cnc[nH]3)CC2)c1C | 11 | 4 | -7 | -33 | -6 | 1 | 7 | -4 | x | 4 | 15
C#CCOCCOCCOCCNc1nc(N2CCN(C(=O)[C@H](CCC(=O)O)n3cc([C@@H](N)[C@H](C)CC)nn3)CC2)nc(N2CCN(C(=O)[C@H](CCC(=O)O)n3cc([C@@H](N)CC(N)=O)nn3)CC2)n1 | 1 | 0 | -5 | -15 | 5 | x | 11 | 13 | x | -5 | -9
COc1cc(C(=O)NCc2cc3ccccc3n2C)cc(OC)c1OC | 23 | -5 | -3 | -5 | 16 | 0 | -4 | -34 | 0 | 21 | 14
COc1ccc(C(=O)NC(=O)Nc2cc(C)ccn2)cc1 | -24 | -8 | -9 | -131 | 70* | 4 | -55* | 7 | x | 72* | 24
O=C(c1cn(-c2ccccc2)nc1-c1cccnc1)N1CCCCC1 | 7 | 13 | -4 | 4 | 9 | 3 | -8 | -12 | 4 | 3 | -7
OCCN(CCO)c1nc(N2CCCCC2)c2nc(N(CCO)CCO)nc(N3CCCCC3)c2n1 | 18 | 2 | -9 | -29 | -6 | x | -22 | 15 | 9&10 | 21 | 11
CCOC(=O)Cn1c(=O)c2c(nc3n2CCCCN3c2ccc(OCC)cc2)n(C)c1=O | 22 | -3 | -1 | 20 | 5 | -1 | -4 | 11 | x | 20 | 12
COc1ccccc1NC(=O)Cc1nc(CCl)cs1 | 9 | 3 | -6 | -1 | 4 | -2 | -8 | 1 | 11 | -2 | 2
CCc1nc2ccc(C(=O)N(C)Cc3ccccc3)cn2c1N(C)CCCc1ccccc1 | 17 | 9 | -5 | 17 | x | x | -25 | 31 | 0 | 34 | 13
Cc1no[n+]([O-])c1COc1ccccc1/C=C1\NC(=S)NC1=O | 23 | 2 | x | -20 | 16 | -3 | -6 | 12 | 0 | 6 | -56
CCOC(=O)N1CCN(C(=O)CSc2ccc(-c3ccccc3OC)nn2)CC1 | 15 | 8 | 1 | -8 | 3 | 3 | -4 | 11 | -11 | 14 | 14
COC(=O)C(C(=O)Nc1cccc(Cl)c1C)C1CCCC1 (configuration not stated) | -4 | 0 | -6 | 3 | 5 | 2 | -2 | -12 | 6 | 18 | 13
CCOC(=O)C(NCCc1ccccc1F)(NC(=O)CC)C(F)(F)F (configuration not stated) | 6 | -11 | -3 | -13 | -6 | 3 | 1 | -22 | 0 | 10 | 25
Cc1ccc(C2=NC3(CCCC3)NC2=S)cc1 | -98 | -5 | -6 | -39 | -22 | -4 | -5 | 12 | -5 | -80 | -56
O=C(Nc1cccc(F)c1)NC1(C(=O)NCC2CCCO2)CCCCC1 (configuration not stated) | 19 | -1 | -7 | -8 | 12 | 1 | -6 | -4 | -35 | 8 | -1
CC1(C(=O)NS(=O)(=O)c2cccs2)CCN1C(=O)Cc1ccc(-c2ccccc2)cc1 (configuration not stated) | 11 | 5 | -5 | -6 | x | x | 12 | 1 | 2 | 1 | 4
CN(CCN1CCOCC1)Cc1nc(-c2ccc3c(c2)OCO3)no1 | -2 | 0 | 2 | -14 | -1 | -2 | -1 | 6 | -2 | -21 | -1
COC(=O)c1ccc(C(=O)O)nc1 | 14 | -4 | -4 | 10 | 4 | -1 | -19 | 15 | 3 | 13 | 3
CCOC(=O)N1CCC(NC(=O)c2cc3c(C)nc4ccccc4c3o2)CC1 | -1 | x | -6 | 12 | x | 0 | -4 | -21 | x | 25 | 14
